Screens (PubChem BioAssay)
TRHR PAM: allosterically enhances the human TRH receptor; P34981; TRHR cells, fluo-8 calcium fluorescence, EC20 TRH enhancement; enhancement, % at 2 µM; actives 0.66% (n = 360,000); in the data active = enhancement above about 30%; note: 0% is about no effect
Target sequence (P34981 whole entry, looked up): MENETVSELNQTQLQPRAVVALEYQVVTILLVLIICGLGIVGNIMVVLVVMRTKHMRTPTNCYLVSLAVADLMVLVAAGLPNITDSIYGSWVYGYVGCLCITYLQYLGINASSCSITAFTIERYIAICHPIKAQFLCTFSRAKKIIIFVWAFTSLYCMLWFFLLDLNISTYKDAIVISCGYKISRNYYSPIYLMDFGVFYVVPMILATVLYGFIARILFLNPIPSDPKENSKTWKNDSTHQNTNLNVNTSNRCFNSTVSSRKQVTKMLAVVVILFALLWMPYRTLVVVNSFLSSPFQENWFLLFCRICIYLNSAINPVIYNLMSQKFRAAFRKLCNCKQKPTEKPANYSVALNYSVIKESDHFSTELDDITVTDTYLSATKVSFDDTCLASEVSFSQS
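TRHR-expressing cells loaded with fluo-8 calcium dye were read kinetically (ex 480/em 530) during compound addition, then stimulated with an EC20 of TRH (10 nM final). Enhancement of the Gq-mediated intracellular calcium response was scored.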
D1 antagonist: blocks dopamine activation of the human D1 receptor | P21728 | HEK293 TREx D1 cells, calcium flux, dopamine EC80; stronger effect = lower value | activity change, negative = inhibition, % at 10 µM | actives 3.2% (n = 360,000); in the data active = activity change below about -30%; note: % is set by controls: 0 for no effect and ±100 for the full control effect
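Kinetic fluorescence of a calcium dye serves as the read-out. D1-expressing Hek293 Trex cells, induced overnight at 30 C, are exposed to compound for 180 s before an EC80 dopamine addition, then read 180 s further.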
D2 ag: activates the human D2 dopamine receptor. AID 485358. actives 0.53% (n = 340,000). activation, % at 2 µM. P14416. HEK293 T-REx D2 cells, calcium flux agonist mode;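 active = activation over 3 SD above normal in the single-dose calcium agonist read, cut at about 30% in these data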; note: 0% is about no effect
Target sequence (P14416 whole entry, looked up): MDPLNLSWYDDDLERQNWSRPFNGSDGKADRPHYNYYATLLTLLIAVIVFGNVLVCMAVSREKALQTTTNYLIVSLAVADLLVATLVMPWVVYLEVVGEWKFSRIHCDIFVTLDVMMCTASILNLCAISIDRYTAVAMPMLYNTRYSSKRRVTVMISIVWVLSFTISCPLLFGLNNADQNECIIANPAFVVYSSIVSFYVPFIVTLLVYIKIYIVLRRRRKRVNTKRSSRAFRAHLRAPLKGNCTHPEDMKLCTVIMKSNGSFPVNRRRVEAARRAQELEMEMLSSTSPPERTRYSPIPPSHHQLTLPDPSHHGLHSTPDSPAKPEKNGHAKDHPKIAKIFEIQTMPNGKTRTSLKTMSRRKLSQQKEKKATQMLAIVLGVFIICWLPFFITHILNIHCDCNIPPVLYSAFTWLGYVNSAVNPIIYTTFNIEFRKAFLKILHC
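Tetracycline-induced HEK293 T-REx cells with force-coupled D2 receptor, plated overnight at 30 C, loaded with no-wash calcium dye. After a 10 s baseline, compound was pin-added and calcium flux read kinetically for 180 s; calcium rises flagged agonists.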
TRHR ag: activates the human TRH receptor | TRHR cells, calcium flux fluo-8, FDSS agonist mode | activation, % at 2 µM | actives 0.18% (n = 360,000) | AID 493084; note: 0% is about no effect
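In this calcium-flux screen, cells bearing human TRHR are dye-loaded with fluo-8, baselined for 10 cycles, then exposed to library compounds; positive kinetic calcium responses during the agonist phase mark hits, with TRH as control.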
D1 potentiator: human D1 dopamine receptor positive modulation; AID 504651; HEK293 TREx D1 cells, calcium flux, dopamine EC20 potentiation; potentiation, % at 10 µM; P21728; actives 0.036% (n = 360,000); in the data active = potentiation above about 30%; note: 0% is about no effect
RXFP1 antagonist: antagonists of human relaxin receptor RXFP1. Q9HBX9. HEK293-RXFP1, relaxin-stimulated cAMP HTRF, 30 min; stronger effect = lower value. activity change, negative = inhibition, % at 57.5 µM. actives 0.59% (n = 350,000). AID 1259400;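 active = activity change of -60% or lower, but not beyond a set lower limit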; note: % is set by controls: 0 for no effect and ±100 for the full control effect
D2 antag: D2 dopamine receptor (human) antagonism; actives 2% (n = 340,000); inhibition, % at 10 µM; P14416; HEK293 TREx D2 cells, calcium flux, dopamine EC80; in the data active = inhibition above about 30%; note: 0% is about no effect
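In this primary screen, negative modulation is detected by tracking calcium flux after an EC80 dopamine challenge in inducible HEK293 T-REx D2 cells preexposed to test compound for 180 s.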
D1 agonist: human D1 receptor agonism; P21728; HEK293 T-REx D1 cells, calcium flux, agonist mode; activation, % at 2 µM; actives 1% (n = 360,000); AID 504660; note: 0% is about no effect
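Agonism was scored from calcium flux recorded over 180 s (1 read/s) after pintool compound addition, following a 10-cycle baseline. Cells were inducible force-coupled HEK293 TREx D1, plated overnight at 30 C and loaded with no-wash calcium dye.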
D2 PAM: positively modulates the human D2 dopamine receptor allosterically; P14416; potentiation, % at 10 µM; HEK293 T-REx D2, calcium flux, EC20 dopamine potentiation; AID 485347; actives 0.34% (n = 340,000);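 active = potentiation over 3 SD above the plate norm, cut at about 30% in these data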; note: 0% is about no effect
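Primary screen. Calcium kinetics in induced HEK293 T-REx D2 cells: compound pre-addition 180 s, EC20 dopamine, 180 s more.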
The depositor's hits bear a star; x = not tested or not shown. Cut-off read from the data, not from the text of the source, unless noted: active = activation above about 30%; inactive = the rest. Outcome played no part in choosing rows. Share with any hit: about 7.3%.

SMILES	TRHR PAM	D1 antagonist	D2 ag	TRHR ag	D1 potentiator	RXFP1 antagonist	D2 antag	D1 agonist	D2 PAM
COc1ccc(S(=O)(=O)N(Cc2ccccc2)c2ccccc2C(=O)O)cc1	26	-25	-0.1	-0.3	-5	9	-6	0	18
Cc1ccc(C(=O)N/C(=C\c2ccc(-c3ccc(Br)cc3)o2)C(=O)NCCCN(C)C)cc1	5	-25	2.8	3.1	-8	-61*	-6	2	-5
COc1ccc(OC)c(NC(=O)[C@H]2CC=CC[C@H]2C(=O)O)c1	3	-13	0.5	0.6	-11	-8	24	1	-1
Cn1c(=O)c2c(ncn2CC(=O)N2CCN(S(=O)(=O)c3ccc(F)cc3)CC2)n(C)c1=O	-2	-3	1.2	0.2	x	3	-14	1	-1
Cc1ccc(-c2csc3nc(C)n(-n4c(C)ccc4C)c(=O)c23)o1	-3	18	-0.3	-0.9	0	-40	-15	2	-1
C/C(=N\NC(=O)c1ccc(-c2ccccc2)cc1)C1C(=O)c2ccccc2C1=O	3	-12	32*	-0.2	-4	-7	84*	6	-14
COc1ccc(C/C(C)=N/NC(=S)Nc2ccccc2)cc1	-1	1	0.5	0.6	4	-2	-5	1	4
Cc1cc(C)c(OCCN2CCCC2)c(Cl)c1	-2	-59*	x	0.1	4	15	x	5	x
O=C(Nc1cccc2ccccc12)c1cccc([N+](=O)[O-])c1	0	10	0.6	-0.2	2	9	-1	1	-3
CCCc1nn2c(=O)cc(COc3ccc(/C=C(\C#N)C(=O)Nc4ccc(F)cc4)cc3)nc2s1	4	15	-0.6	0.7	3	x	x	3	-17
COc1ccc(CC(=O)Oc2cc(C)ccc2C)cc1	-6	-8	0.0	0.5	-1	-2	22	13	-3
CCC(=O)Nc1c2c(nn1-c1ccc(F)cc1)CS(=O)(=O)C2	4	-20	0.8	-0.4	-1	-7	9	0	8
COC(=O)Nc1cc(C)nc2ccccc12	-4	-13	0.1	-2.2	-6	-18	-4	0	17
CCc1ccccc1NC(=O)c1cc(S(=O)(=O)NC2CCCC2)ccc1F	7	-18	0.5	-0.7	-2	-13	x	1	-10
Cc1csc(NC(=O)c2ccccc2[N+](=O)[O-])n1	-2	5	-1.9	0.0	-1	-4	7	3	-7
Cc1nnc(SCC(=O)N2CCN(C(=O)c3ccco3)CC2)n1-c1ccccc1	-5	-13	2.0	0.3	4	-1	1	5	-3
CCc1nnc(SCc2nc(-c3ccccc3)oc2C)c2cc3sccc3n12	2	0	0.0	0.2	0	-6	x	2	3
Cc1cc(C(=O)CN2C(=O)NC3(CCCc4ccccc43)C2=O)c(C)n1Cc1ccco1 (stereo not drawn)	2	-12	0.2	0.3	-4	x	-14	3	6
O=C(Nc1nnc(CCN2CCCCC2)s1)c1ccc(Cl)cc1Cl	-3	7	-0.5	-0.1	-2	1	-2	2	-9
CC1CCc2nn(CC(=O)Nc3ccc(F)cc3F)cc2C1 (stereo not drawn)	-5	2	x	-0.5	-5	-10	x	-2	-3
O=C(CN1C(=O)COc2ccc(S(=O)(=O)N3CCCCCC3)cc21)NCc1ccc(Cl)cc1	-6	13	0.2	-0.4	0	-9	x	0	-9
Cc1ccc(N(CC(=O)NC2CCCC2)C(=O)CCC(=O)Nc2ccccn2)cc1C	2	12	-0.3	0.0	-1	2	-12	-2	3
Cc1ccc(CNC(=O)C2CCN(S(=O)(=O)c3cccs3)CC2)cc1	-3	-3	-1.5	0.0	-8	1	6	2	-28
CCN1CCc2c(sc(NC(=O)Cc3ccccc3)c2C(=O)OC)C1	-1	-6	-0.5	0.4	-4	-1	18	5	-18
CC(Oc1cccc(Cl)c1)C(=O)Nc1cc(S(=O)(=O)N2CCCCC2)ccc1N1CCOCC1 (stereo not drawn)	3	8	-0.3	-0.3	-2	-17	-16	2	5
COc1cccc(F)c1C(C[N+](=O)[O-])c1c(N)n(C)c(=O)n(C)c1=O (stereo not drawn)	3	6	2.2	1.9	-4	-37	-6	3	9
Cc1ccc2nc(-c3cccs3)c(Nc3ccc4c(c3)OCCO4)n2c1	-2	4	1.0	0.1	4	-30	x	5	-4
CC1=NCCN1S(=O)(=O)c1cccc([N+](=O)[O-])c1	18	2	0.2	-0.4	13	5	9	1	13
CCOC(=O)c1ccccc1NC(=O)Cn1cnc2c(cnn2-c2ccccc2)c1=O	3	0	-0.6	0.0	-3	-7	-11	1	18
CCN(N=Nc1cccc([N+](=O)[O-])c1)c1cccc([N+](=O)[O-])c1	-9	-9	0.6	0.9	1	7	-14	3	-6
COc1ccccc1Cn1cccc1C=O	0	8	0.0	-0.5	-3	-11	-9	3	-1
COc1ccc(S(=O)(=O)NN(C)c2ncc(C(F)(F)F)cc2Cl)cc1	0	-5	0.7	-0.2	-4	9	-2	0	5
C[C@H](NC(=O)c1ccc2ccccc2c1)C(=O)N1CCC2(CC1)NCCc1[nH]cnc12	-8	3	0.2	1.0	0	-4	7	0	-5
N#Cc1cc2ccccc2nc1SCc1cccnc1	-10	-21	-0.4	-0.2	-1	17	30*	1	-7
COc1ccc(C(=O)[C@H]2[C@H]3C(=O)N(c4ccc(C)cc4)C(=O)[C@H]3C3C=CC=NN32)cc1 (stereo partly drawn)	-3	-1	0.6	1.2	3	-18	13	2	-1
O=C(Cc1ccccn1)c1ccc(Cl)cc1	-1	9	-0.5	-0.2	1	x	-7	-1	7

Reformatted: 4 of the compounds above
> COc1ccccc1Cn1cccc1C=O
- TRHR PAM: 0
- D1 antagonist: 8
- D2 ag: 0.0
- TRHR ag: -0.5
- D1 potentiator: -3
- RXFP1 antagonist: -11
- D2 antag: -9
- D1 agonist: 3
- D2 PAM: -1
> COc1ccc(C(=O)[C@H]2[C@H]3C(=O)N(c4ccc(C)cc4)C(=O)[C@H]3C3C=CC=NN32)cc1 (stereo partly drawn)
- TRHR PAM: -3
- D1 antagonist: -1
- D2 ag: 0.6
- TRHR ag: 1.2
- D1 potentiator: 3
- RXFP1 antagonist: -18
- D2 antag: 13
- D1 agonist: 2
- D2 PAM: -1
> COc1cccc(F)c1C(C[N+](=O)[O-])c1c(N)n(C)c(=O)n(C)c1=O (stereo not drawn)
- TRHR PAM: 3
- D1 antagonist: 6
- D2 ag: 2.2
- TRHR ag: 1.9
- D1 potentiator: -4
- RXFP1 antagonist: -37
- D2 antag: -6
- D1 agonist: 3
- D2 PAM: 9
> CCN(N=Nc1cccc([N+](=O)[O-])c1)c1cccc([N+](=O)[O-])c1
- TRHR PAM: -9
- D1 antagonist: -9
- D2 ag: 0.6
- TRHR ag: 0.9
- D1 potentiator: 1
- RXFP1 antagonist: 7
- D2 antag: -14
- D1 agonist: 3
- D2 PAM: -6

Other entries follow.
SMILES	TRHR PAM	D1 antagonist	D2 ag	TRHR ag	D1 potentiator	RXFP1 antagonist	D2 antag	D1 agonist	D2 PAM
COCCNC(=O)Cn1cc(C(=O)c2ccco2)c2ccccc21	5	11	x	-0.2	4	-16	x	3	4
CC1=CC(=O)C(C(C)=Nc2ccccc2Cl)C(=O)O1 (stereo not drawn)	-9	-12	0.8	0.7	-1	-21	-5	2	3
CCn1c(SCc2nc3sc(C(=O)O)c(C)c3c(=O)[nH]2)nnc1-c1ccc(Cl)cc1	-1	x	1.5	0.2	-1	-12	8	-1	1
O=C(c1ccccc1Br)N1CCN(Cc2ccc3c(c2)OCO3)CC1	-4	22	-0.4	0.3	1	-13	-1	7	-15
CCCCCc1ccc(OCCCC[n+]2cccc(C)c2)c(CCCCC)c1	-1	15	-0.4	-0.4	-4	-19	1	4	4
COc1ccc(C(=O)Oc2ccc(Br)cc2C(=S)N2CCOCC2)cc1	-2	5	1.8	0.3	x	-67*	2	5	5
Cc1cc(Nc2ccc(Br)cc2)n2nc(-c3ccccc3C)nc2n1	3	6	1.0	-2.0	-3	x	x	8	-18
CCOc1ccc(NC(=O)c2cccc(N3CCCS3(=O)=O)c2)cc1	-1	4	0.3	0.0	-3	-13	x	2	3
c1ccc(CN(Cc2ccccc2)c2nn[nH]n2)cc1	2	0	-1.3	-0.1	6	-5	-27	3	15
COc1cc(/C=N/NC(=O)C(=O)NCc2cccnc2)cc(OC)c1OC	-1	14	0.5	0.8	-5	2	-3	0	10
CCCc1ccc2oc(C(=O)N3CCNC(=O)C3CC(=O)OC)c(C)c2c1 (stereo not drawn)	8	6	0.3	0.2	2	-15	1	1	8
COc1ccc(NC(=S)NCc2ccccc2Cl)c(OC)c1	-10	-33*	-1.3	-0.1	-9	-1	-13	-2	15
CCC(C)NC(=O)CNC(=S)N(Cc1ccccc1F)C1CCCCC1 (stereo not drawn)	-5	16	0.2	0.1	2	-9	3	2	6
Cn1ccc(C(=O)Nc2cccnc2Cl)n1	10	-21	0.5	0.0	0	8	-2	7	10
COc1ccc(-c2ccc(CCC(=O)O)n2CC2CCCO2)cc1 (stereo not drawn)	5	7	0.8	0.5	2	-6	-6	0	5
O=C(CN1c2cccc3cccc(c23)S1(=O)=O)N1CCN(c2ccc(F)cc2)CC1	3	-11	-0.1	0.8	-3	-5	9	1	-1
Cc1ccc(NCc2nnc(SCC(=O)Nc3ccccc3)n2CC2CCCO2)c(C)c1 (stereo not drawn)	-1	-7	x	-0.9	3	-19	x	2	-20
CC1CCCC(C)N1/N=C/c1cccc([N+](=O)[O-])c1 (stereo not drawn)	2	-17	0.1	-1.3	1	0	0	4	2
COC(=O)CCC(=O)N1CCCC(N2CCN(c3cccc(C(F)(F)F)c3)CC2)C1 (stereo not drawn)	-6	22	0.2	-0.3	-2	-26	3	2	1
CCCN(CCC)C(=O)CSc1c2c(nc3ccc(Cl)cc13)CCCC2	-6	-8	-1.5	-0.6	2	x	x	4	9
CCOC(=O)c1ccc(NC(=O)C(=O)NCC2(c3ccc(OC)cc3)CCOCC2)cc1	1	-4	2.7	1.0	6	8	-1	10	16
O=C(NC1CCN(Cc2ccccc2)CC1)c1cc(S(=O)(=O)Nc2ccc(F)cc2)ccc1Cl	5	-1	0.8	0.6	-10	-22	10	21	-14
CC(C)NS(=O)(=O)c1ccc2nc(NC(=O)c3cncc(Br)c3)sc2c1	0	-52*	0.8	0.4	1	-17	x	2	-7
CCSc1nc(C)cc(Oc2ccc(=O)n(C)n2)n1	18	-2	-0.4	-0.2	0	1	0	6	8
Cc1ccccc1-n1c(SCC(=O)NC2CCS(=O)(=O)C2)nc2ccccc2c1=O (stereo not drawn)	2	4	0.3	0.5	-4	-3	-8	2	0
O=[N+]([O-])c1ccccc1S(=O)(=O)NC1CCCCCCC1	-5	-3	x	-0.8	4	-1	x	9	-10
CCCCNC(=O)COC(=O)c1ccc(SC)cc1OC	-2	2	-5.1	-1.7	1	26	-2	2	7
CC(C)C(CO)NC(=O)CC(=O)NC(CO)C(C)C (stereo not drawn)	0	15	0.1	0.8	-4	-14	4	4	-13
CC(=O)c1ccc(OCCCC(=O)Nc2ccc3c(c2)OCCO3)cc1	-1	-1	-0.4	-0.6	4	7	1	7	4
CSc1ncccc1C(=O)N1CCN(S(=O)(=O)c2ccc3ccccc3c2)CC1	-3	-17	-0.1	0.6	-10	-2	4	2	13
